Screening data as filed in PubChem.
ALOX12 inh: ALOX12 (human) lipoxygenase inhibition; Potency, µM (highest dose often 108 µM), for the others: at the top dose activity change, negative = inhibition, most hits filed as inhibitors; purified 12hLO, xylenol orange hydroperoxide absorbance; P18054; actives 1.1% (n = 580,000); note: % is set by controls: 0 for no effect and ±100 for the full control effect
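Purified human 12hLO at 150 nM in 25 mM Hepes, 0.01% Triton X-100, pH 7.0, preincubated 15 min at room temperature with compound. Reaction started with 40 uM arachidonic acid, 30 min at room temperature. Hydroperoxide measured by Fe-xylenol orange, 573/405 nm absorbance ratio.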
TrxR1 substrate: rat thioredoxin reductase 1 substrate activity. purified TrxR1 substrate turnover, NADPH consumption readout. Potency, µM (titrated, usually from 114 µM), inactives show at the top dose activity change, negative = substrate turnover. actives 0.01% (n = 390,000). AID 588456; note: % is set by controls: 0 for no effect and ±100 for the full control effect; nearly all actives have a fitted effect of over 50% in size
Target sequence (O89049 whole entry, looked up): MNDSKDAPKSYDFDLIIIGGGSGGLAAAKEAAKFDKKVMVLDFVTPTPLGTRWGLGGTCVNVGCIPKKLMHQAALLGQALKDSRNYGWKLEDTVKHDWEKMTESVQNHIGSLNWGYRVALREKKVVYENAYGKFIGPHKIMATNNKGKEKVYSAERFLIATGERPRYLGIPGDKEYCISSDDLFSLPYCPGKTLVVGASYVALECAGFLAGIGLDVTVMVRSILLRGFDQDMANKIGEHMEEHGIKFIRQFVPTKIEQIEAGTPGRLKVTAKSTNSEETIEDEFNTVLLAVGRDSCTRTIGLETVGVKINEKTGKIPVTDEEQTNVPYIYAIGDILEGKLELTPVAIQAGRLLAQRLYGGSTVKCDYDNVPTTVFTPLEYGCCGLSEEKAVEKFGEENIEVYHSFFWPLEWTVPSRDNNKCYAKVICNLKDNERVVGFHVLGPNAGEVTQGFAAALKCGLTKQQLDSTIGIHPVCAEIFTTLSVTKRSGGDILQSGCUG
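Rat TrxR1, dispensed at 90 nM, was prereduced with 400 uM NADPH (final) for 5 min at ~22 deg C, then incubated with compound 15 min before 400 uM selenite. A first-read NADPH fluorescence drop versus no-compound background flagged substrates.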
Vif-APOBEC3F blk: blocks the Vif interaction with APOBEC3F. AID 602313. HeLa A3F-eYFP + Vif (tagged APOBEC3F with the HIV-1 protein that degrades it), YFP fluorescence increase. actives 0.2% (n = 390,000). Potency, µM (doses to about 46.1 µM), inactives show at the highest dose activity, negative = active; note: % of control where 0% means no effect; nearly all actives have a fitted effect of over 65% in size
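HeLa cells stably expressing Vif plus C-terminally eYFP-tagged A3F were seeded, incubated overnight at 37 deg C, dosed with compound, incubated overnight again at 37 deg C. Yellow fluorescence (Ex 488/Em 500-530) reported blocked Vif-mediated A3F-eYFP degradation.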
Vif-APOBEC3G blk: Vif-A3G binding inhibition; Q9HC16; HeLa A3G-eYFP + Vif (tagged APOBEC3G with the HIV-1 protein that degrades it), YFP fluorescence, overnight; Potency, µM (series often up to 46.1 µM), for the others: top-dose activity, negative = active, hits mostly inhibitors; actives 0.076% (n = 410,000);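 note: % is set by controls: 0 for no effect and ±100 for the full control effect; nearly all actives have a fitted effect of over 60% in size; hits raise eYFP signal because A3G escapes Vif-driven loss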
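Read-out is eYFP fluorescence (Ex 488/Em 500-530) from Vif-expressing HeLa A3G-eYFP cells; more signal means A3G escaped Vif-mediated degradation. Cells plated overnight, compound pinned in, incubated overnight at 37 deg C.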
RXFP1 ag: activates the human relaxin receptor RXFP1. Q9HBX9. HEK293T-RXFP1 cAMP TR-FRET, 30 min; response scale: percent of porcine relaxin response, buffer zero. Potency, µM (titrated, usually from 57.5 µM), for inactives: at the highest dose activation, actives largely listed as activators. actives 0.3% (n = 370,000). AID 2676; note: % is set by controls: 0 for no effect and ±100 for the full control effect; nearly all actives have a fitted effect of over 60% in size; many of its hits are not listed in these tables
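Agonist response is measured as cAMP accumulation in an RXFP1-transfected HEK293T line under PDE4 inhibition. Values are scaled between buffer-only and 29 nM porcine relaxin, and EC50s come from standard Hill equation fits.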
rTrxR1 inhibitor: inhibitors of rat thioredoxin reductase 1; O89049; recombinant rTrxR1, NADPH fluorescence consumption, selenite substrate; Potency, µM (highest dose often 114 µM), inactives show at the highest dose activity change, negative = inhibition, hits mostly inhibitors; actives 1% (n = 390,000); AID 588453; note: % is set by controls: 0 for no effect and ±100 for the full control effect; nearly all actives have a fitted effect of over 65% in size
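Rat TrxR1 (90 nM in the dispensed reagent) was pre-reduced with 400 uM NADPH for 5 min at room temperature, then incubated with compound for 15 min. After 400 uM selenite was added, NADPH fluorescence (Ex 340/Em 450 nm) was followed for 8 min.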
USP1-UAF1 inh: blocks the human USP1/UAF1 deubiquitinase complex. actives 0.23% (n = 390,000). Potency, µM (highest dose often 57.1 µM), for inactives: at the top dose activity change, negative = inhibition, hits mostly inhibitors. recombinant USP1/UAF1, Ub-Rhodamine cleavage fluorescence. O94782; note: % is set by controls: 0 for no effect and ±100 for the full control effect; nearly all actives have a fitted effect of over 60% in size; inactives centre near -12
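1 nM enzyme complex + cpd, 15 min RT; start with Ub-Rho 150nM final; kinetic fluorescence ex 480/em 540, 6 reads q60 s. Buffer 50mM HEPES pH 7.8, 0.5mM EDTA, 0.1 mg/ml BSA, 1mM TCEP, 0.01% Tween-20.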
RGS4 inhibitor: inhibitors of human regulator of G protein signaling 4. P49798. Transcreener GDP fluorescence polarization, RGS4-accelerated GTP hydrolysis. Potency, µM (highest dose often 114 µM), without a hit: at the top dose activity change, negative = inhibition, most hits filed as inhibitors. actives 0.039% (n = 390,000). AID 504845; note: % is set by controls: 0 for no effect and ±100 for the full control effect; nearly all actives have a fitted effect of over 75% in size; some results filed as inactive show a strong effect at the top dose
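MLSMR compounds (23 nl, pin-transferred) preincubated 10 min at room temperature with a 500nM (2x) first reagent, then RGS4 at 900nM (2x) plus Transcreener GDP mix added; fluorescence polarization (620/688 nm) read before and after 90 min at 30 °C.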
mIDH1 inhibitor: blocks human mutant IDH1 R132H enzyme. IDH1-R132H enzyme, NADPH consumption, diaphorase/resazurin fluorescence. Potency, µM (top dose mostly 76.6 µM), for the others: at the top dose activity change, negative = inhibition, actives largely listed as inhibitors. actives 0.093% (n = 390,000). AID 602179; note: % is set by controls: 0 for no effect and ±100 for the full control effect; nearly all actives have a fitted effect of over 65% in size
Target sequence (O75874 whole entry R132H, stated change not applied): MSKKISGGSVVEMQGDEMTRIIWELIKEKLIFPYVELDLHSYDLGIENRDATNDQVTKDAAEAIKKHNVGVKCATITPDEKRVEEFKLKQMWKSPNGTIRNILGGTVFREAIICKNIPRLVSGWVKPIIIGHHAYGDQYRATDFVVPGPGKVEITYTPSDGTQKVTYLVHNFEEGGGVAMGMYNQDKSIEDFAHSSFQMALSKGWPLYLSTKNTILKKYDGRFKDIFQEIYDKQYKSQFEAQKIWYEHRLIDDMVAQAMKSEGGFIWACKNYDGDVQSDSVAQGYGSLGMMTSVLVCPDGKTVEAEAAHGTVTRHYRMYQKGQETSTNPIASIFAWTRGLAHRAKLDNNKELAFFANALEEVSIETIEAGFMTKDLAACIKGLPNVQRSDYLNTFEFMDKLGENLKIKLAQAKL
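IDH1-R132H (0.5 ug/mL dispensed) in pH 7.5 Tris buffer was preincubated 30 min with compound, then given a substrate mix of 0.016 mM NADPH and 2 mM alpha-KG for 80 min at room temperature; remaining NADPH was read by diaphorase/resazurin fluorescence.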
An asterisk follows results filed as active; ? = inconclusive; / = no result given; [ ] = remark or other dose. Calls come from the whole dose curve; as a rule, active = well fitted curve in the direction sought with a large enough effect; inconclusive = small, poorly fitted or top-dose-only effect, or another doubt; inactive = no such curve, though single readings can be large; an effect the other way counts as inactive or inconclusive. Potency is the fitted concentration of half-maximal effect. These rows are one share of the data. The share of hits here may be higher or lower than overall.

Sequence of screens – TrxR1 substrate | ALOX12 inh | mIDH1 inhibitor | RGS4 inhibitor | Vif-APOBEC3G blk | USP1-UAF1 inh | rTrxR1 inhibitor | Vif-APOBEC3F blk | RXFP1 ag
1	O=C(NCCCN1CCCC1)c1ccc2c(c1)N(Cc1ccccc1F)C(=O)c1ccccc1S2=O (stereo not drawn)
 : 8% | -10% | 3% | -6%[56.9 µM] | -4% | -16% | 32% | -5% | -4.6%
2	CCOc1ccc(NC(=O)C2CC(=O)N(c3cc(C)cc(C)c3)C2)cc1 (stereo not drawn)
 : 3%[2.29 µM] | 88%[activator] | 2% | -21% | -2% | -2% | 4% | / | -0.3%
3	Fc1ccc(N/N=C(/c2ccccc2)c2ccccn2)cc1
 : 4%[57.1 µM] | ? | 3% | -35% | -4% | -16% | -2%[57.1 µM] | -16% | -1.4%
4	Cn1c(=O)[nH]c(=O)c2c1[nH]c(=S)n2Cc1ccccc1
 : -3% | ? | 2% | ? | -4% | -12% | ? | 0% | 6.5%
5	C=CCn1c(SCC(=O)Nc2cccc(S(N)(=O)=O)c2)nc2sc(C)c(C)c2c1=O
 : -9% | -4% | ? | 4% | -6% | -4% | -9% | 4% | /
6	O=C(COc1ccc(CO)cc1)Nc1ccc(F)cc1
 : 7% | 1% | -3% | 8% | 1% | -21% | 6% | -3% | -0.3%
7	N#Cc1ccc(OCC(O)CN2CCN(c3ncc(C(F)(F)F)cc3Cl)CC2)cc1 (stereo not drawn)
 : -7% | -14% | 0% | -2% | 4% | -25% | 4% | 6% | -1.5%
8	CCc1ccccc1S(=O)(=O)Cc1ccc(C(=O)NC2CCCC2)o1
 : 3% | 0% | 1% | 16% | -1% | -25% | -4% | -12% | 3.8%
9	COC(=O)c1ccccc1NC(=O)CSc1nc(O)cc(=O)n1C1CCCC1
 : 1%[57.1 µM] | 0% | 7% | -4% | -6% | -10% | 10% | 2% | 0.5%
10	COc1ccc(-c2nc(SCC(=O)Nc3ccc4c(c3)OCCO4)c(-c3ccccc3)[nH]2)cc1
 : -3% | -15% | 20% | -20% | -10% | -15% | -7% | -3% | -0.4%
11	CC(Sc1nc2ncc(Cl)cc2[nH]1)C(=O)Nc1ccc(C(N)=O)cc1 (stereo not drawn)
 : -4% | ? | 14% | -9% | -1% | -17% | -8% | 1% | 2.2%
12	Cc1ccc(C2CC(=O)Nc3c2ccc2ccccc32)cc1[N+](=O)[O-] (stereo not drawn)
 : 5%[57.1 µM] | -16% | 16% | 8% | -6% | -9% | 13%[57.1 µM] | 9% | 5.5%
13	O=C(CC1C(=O)NCCN1Cc1ccccc1C(F)(F)F)NC1CCCCCC1 (stereo not drawn)
 : 12%[57.1 µM] | -3% | 1% | 17%[56.9 µM] | -1% | -2% | 0%[57.1 µM] | -15% | 1.0%
14	COCCn1c(=O)c2c(nc3n2CC(C)CN3Cc2ccccc2)n(C)c1=O (stereo not drawn)
 : -3% | -4% | -7% | 16%[11.4 µM] | 1% | -9% | 2% | -18% | -3.7%
15	O=C(NCc1ccc2c(c1)OCO2)C(=O)NCC1OCCCN1S(=O)(=O)c1ccc(F)cc1 (stereo not drawn)
 : 2% | 3% | -2% | -13% | 7% | -27% | 18% | -2% | 0.5%

Sequence of screens – TrxR1 substrate | ALOX12 inh | mIDH1 inhibitor | RGS4 inhibitor | Vif-APOBEC3G blk | USP1-UAF1 inh | rTrxR1 inhibitor | Vif-APOBEC3F blk | RXFP1 ag
16	COc1ccccc1NC(=O)c1cc(C(=O)Nc2ccccc2OC)cc([N+](=O)[O-])c1
 : 0% | 0% | 1% | 28% | 0% | -6% | 16% | -9% | 1.3%
17	CCC(Sc1nc(C)cc(=O)[nH]1)C(=O)Nc1nc2c(s1)CCCC2 (stereo not drawn)
 : 2% | -8% | 11% | -37% | 1% | -10% | -1% | 8% | 0.2%
18	O=S(=O)(Nc1cccc2c1ccc1cccn12)c1cccs1
 : 5% | ? | -7% | -26% | -4% | ? | -3% | -9% | 3.9%
19	CCS(=O)(=O)N1CCC2(CC1)OCCN2S(=O)(=O)c1ccccc1
 : / | 7% | 11% | / | 1% | -17% | / | -2% | /
20	CCc1noc(C)c1C(=O)Nc1nc(-c2cc(OC)ccc2OC)cs1
 : -5% | -14% | -2% | -22% | -4% | -22% | 8% | ? | -0.2%
21	N/C(Cc1ccc(Cl)cc1)=N\OC(=O)Cc1ccc([N+](=O)[O-])cc1
 : -4% | -16% | 0% | 2% | 0% | -4% | 3% | 7% | 0.6%
22	Cc1nn(C)cc1CN(C)C(=O)c1cc(COc2ccc(F)cc2F)on1
 : 3% | -15% | 4% | 0% | -1% | -5% | 11% | -1% | 0.5%
23	CC(=NNC(=S)Nc1cccc(C)c1)c1ccccn1
 : -10% | ? | 5% | ? | -21% | -16% | ? | -26% | /
24	O=C(Nc1cccc(NC(=O)c2cccs2)c1)c1ccco1
 : -6% | ? | 0% | -3% | -12% | -4% | -3% | -10% | 1.4%
25	Nc1ccccc1OCCOCCOc1ccccc1N
 : -1% | 4% | -2% | 0% | 0% | -1% | 9% | -14% | -2.6%
26	Cc1ccc(CCNC(=O)c2ccc3c(c2)N(Cc2cccc(F)c2)C(=O)c2ccccc2S3)cc1
 : -3%[57.1 µM] | ? | -5% | -21% | 1% | -11% | 5%[57.1 µM] | -2% | 2.0%
27	COc1ccc(CCNS(=O)(=O)c2cn(C)nc2C)cc1OC
 : -8% | 0% | -4% | 8% | 1% | 6% | 3% | -13% | 1.8%
28	CC(=O)N(/N=C1/C(=O)Nc2ccccc21)c1ccccc1
 : -6%[57.1 µM] | -4% | -7% | -38% | 0% | -4% | -16% | 5% | 2.2%
29	C/C=C/CSc1nc2c(c(=O)[nH]c(=O)n2C)n1Cc1ccc(C)cc1
 : 2%[57.1 µM] | 0% | 0% | -29% | 3% | -23% | 3%[57.1 µM] | 3% | 4.9%
30	O=C(NCCS(=O)(=O)N1CCN(c2ccccc2F)CC1)c1ccc2c(c1)OCO2
 : -1% | -26% | -2% | -19% | 3% | -18% | 5% | 8% | 0.0%
31	CC(C)N(Cc1ccccc1)C(=O)c1nc(-c2ccc(Cl)cc2)n2c1CCCCC2
 : -10% | ? | -11% | 1% | 3% | ? | 11% | 0% | -1.2%
32	COc1cc2[nH]c(=O)n(CCCCCC(=O)NCCCN3CCC(C)CC3)c(=O)c2cc1OC
 : 15%[57.1 µM] | 0% | 19% | 10% | 0% | 1% | 14%[57.1 µM] | 0% | 0.0%
33	CCSc1nnc(N(CCC(=O)O)CCC(=O)O)s1
 : 8% | 7% | 9% | -13% | -1% | -18% | 11% | -14% | 2.3%
